T cruzi HTS: inhibitors of intracellular Trypanosoma cruzi, primary screen, cell-based, plate reader, single point, set 2. intracellular Trypanosoma cruzi in host cells. activity score (inhibition), % at 5.01 µM. actives 4.9% (n = 22,000). AID 651903, 2012; in the data active means activity score above about 55%;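 further: parasites and compound incubated about four days before reading; 0% = median of neutral control wells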
INS-1E ATP HTS: protection of INS-1E cells from cytokine death, primary screen, ATP luminescence, single point; INS-1E cytokine-induced death, 48 h; normalised: neutral wells 0, positive control 100; protection from cytokine-induced ATP loss, % at 10 µM; actives 0.1% (n = 20,000);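 active means mean replicate protection from cytokine-induced ATP loss at least 50% and at least 75% of replicates each reaching 50%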
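Material: INS-1E rat cells; Quantity: 8000 cells/well; Buffer or medium: phenol-red-free RPMI with 5% fetal bovine serum; Probe or stimulus: cytokine cocktail of IFN-γ, TNF-α and IL-1β; Compound dosing: single test concentration per compound, delivered by pin transfer; Incubation: 48 h co-treatment, 10 min post-lysis read; Signal: CellTiter-Glo luminescence.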
The depositor's hits bear a star; . = no result given. Not all compounds are listed; count on the stated rates, not on these rows.

SMILES | T cruzi HTS | INS-1E ATP HTS
C[C@@H]1CN([C@@H](C)CO)C(=O)c2cccc(NC(=O)Nc3ccc(F)cc3)c2O[C@@H]1CN(C)Cc1ccc(Cl)c(Cl)c1 | 21 | -71
Cc1nnc(Sc2ccc(/C=N/NC(=O)c3ccccn3)o2)n1C | -8 | 4
Cc1noc(C)c1NC(=O)N(C)C[C@H]1Oc2ccc(NS(=O)(=O)c3ccc(Cl)cc3)cc2C(=O)N([C@@H](C)CO)C[C@H]1C | -9 | 1
C[C@H](CO)N1C[C@H](C)[C@H](CN(C)Cc2ccc3c(c2)OCO3)Oc2ccc(NC(=O)CCCN(C)C)cc2C1=O | -17 | -5
C[C@H](CO)N1C[C@H](C)[C@H](CN(C)CC2CCCCC2)Oc2ccc(NC(=O)Nc3ccc(C(F)(F)F)cc3)cc2CC1=O | 60* | -79
C[C@H](CO)N1C[C@H](C)[C@H](CN(C)S(=O)(=O)c2ccc(F)cc2)Oc2c(NC(=O)NC3CCCCC3)cccc2C1=O | -53 | -11
C[C@H]1CN([C@@H](C)CO)C(=O)c2cccc(NC(=O)Nc3ccc(F)cc3)c2O[C@H]1CN(C)Cc1ccc2c(c1)OCO2 | 47 | -26
Cc1noc(C)c1NC(=O)N(C)C[C@@H]1OCCCC[C@@H](C)Oc2ccc(NC(=O)Cc3ccccc3)cc2C(=O)N([C@H](C)CO)C[C@@H]1C | -15 | 2
C[C@H]1CN([C@@H](C)CO)C(=O)Cc2cc(NS(=O)(=O)c3cccs3)ccc2O[C@H]1CN(C)S(=O)(=O)c1ccc(F)cc1 | 11 | -4
C[C@@H]1CN([C@@H](C)CO)C(=O)c2cc(NC(=O)C3CC3)ccc2O[C@@H]1CN(C)C(=O)Nc1cccc2ccccc12 | -16 | .
C[C@@H]1CN([C@@H](C)CO)C(=O)Cc2cc(NC(=O)Nc3ccccc3)ccc2O[C@@H]1CN(C)C(=O)Nc1ccc(C(F)(F)F)cc1 | -20 | 2
O=C(N/N=C/c1cn(S(=O)(=O)c2ccccc2)c2ccccc12)c1ccccc1O | -9 | -25
COc1ccc(S(=O)(=O)N(C)C[C@H]2Oc3ccc(NC(=O)C4CCCCC4)cc3C(=O)N([C@H](C)CO)C[C@H]2C)cc1 | 17 | -26
COc1ccc(NC(=O)Nc2ccc3c(c2)C(=O)N([C@H](C)CO)C[C@@H](C)[C@@H](CN(C)Cc2ccc(Oc4ccccc4)cc2)O3)cc1 | -13 | -19
C[C@H]1CN([C@@H](C)CO)C(=O)c2cc(NC(=O)Nc3ccccc3)ccc2O[C@H]1CN(C)C | -25 | .
COc1ccc(S(=O)(=O)N(C)C[C@@H]2Oc3c(NS(=O)(=O)c4cn(C)cn4)cccc3C(=O)N([C@H](C)CO)C[C@H]2C)cc1 | -11 | 7
C[C@@H]1CCCCO[C@@H](CN(C)C(=O)C2CCCCC2)[C@@H](C)CN([C@H](C)CO)C(=O)c2cc(NS(=O)(=O)c3ccc(F)cc3)ccc2O1 | 10 | -3
C[C@H]1CN([C@@H](C)CO)C(=O)c2cccc(NC(=O)Nc3ccc(F)cc3)c2O[C@H]1CN(C)C(=O)Nc1ccccc1 | -17 | -1
COc1ccc(NC(=O)Nc2ccc3c(c2)C(=O)N([C@H](C)CO)C[C@@H](C)[C@H](CN(C)C(=O)Nc2ccc4c(c2)OCO4)O3)cc1 | -7 | 2
C[C@@H]1CN([C@@H](C)CO)C(=O)c2cc(NS(C)(=O)=O)ccc2O[C@@H]1CN(C)Cc1ccc2c(c1)OCO2 | 4 | .
Cc1ccc(S(=O)(=O)N(C)C[C@@H]2OCCCC[C@@H](C)Oc3ccc(NC(=O)Nc4ccc5c(c4)OCO5)cc3C(=O)N([C@H](C)CO)C[C@@H]2C)cc1 | 2 | 7
CCCN(C)C[C@@H]1OCCCC[C@@H](C)Oc2ccc(NC(=O)Nc3ccc(OC)cc3)cc2C(=O)N([C@H](C)CO)C[C@@H]1C | 3 | 0
C[C@H]1CN([C@@H](C)CO)C(=O)Cc2cc(NC(=O)Cn3cnnn3)ccc2O[C@H]1CN(C)C(=O)Nc1ccccc1 | -18 | 12
C[C@@H]1CN([C@H](C)CO)C(=O)c2cc(NC(=O)Nc3ccccc3)ccc2O[C@H]1CN(C)S(=O)(=O)c1ccc(Cl)cc1 | 0 | -6
C[C@@H]1CN([C@H](C)CO)C(=O)c2cccc(N(C)C)c2O[C@@H]1CN(C)C | -33 | 13
C[C@@H]1CN([C@H](C)CO)C(=O)c2cc(NC(=O)Cn3cnnn3)ccc2O[C@H]1CN(C)C(=O)Nc1ccccc1 | -3 | 7
COc1ccc(NC(=O)Nc2ccc3c(c2)CC(=O)N([C@@H](C)CO)C[C@H](C)[C@@H](CN(C)C(=O)Nc2ccc4c(c2)OCO4)O3)cc1 | 8 | 8
C[C@@H]1CN([C@@H](C)CO)C(=O)c2cc(NC(=O)Nc3ccc4c(c3)OCO4)ccc2O[C@@H]1CN(C)S(=O)(=O)c1ccccc1 | 15 | -1
Cc1nnc(Sc2ccc(/C=N/NC(=O)CCCCCCC(=O)Nc3ccccc3O)o2)n1C | -3 | 1
C[C@H](CO)N1C[C@H](C)[C@H](CN(C)Cc2ccc(C(F)(F)F)cc2)Oc2ccc(NC(=O)C3CCCCC3)cc2C1=O | 18 | -12
C[C@H]1CN([C@@H](C)CO)C(=O)c2cccc(NC(=O)Nc3ccc4c(c3)OCO4)c2O[C@H]1CN(C)S(=O)(=O)c1ccc(Cl)cc1 | -8 | -3
C[C@H](CO)N1C[C@H](C)[C@H](CN(C)S(=O)(=O)c2ccc(F)cc2)Oc2c(NC(=O)Nc3ccc(F)cc3)cccc2C1=O | -50 | -5
C[C@@H]1CN([C@H](C)CO)C(=O)c2cc(NC(=O)Cc3ccccc3)ccc2O[C@@H]1CN(C)S(=O)(=O)c1ccccc1 | 0 | -2
COc1ccc(S(=O)(=O)N(C)C[C@H]2Oc3c(NC(=O)Nc4ccc5c(c4)OCO5)cccc3C(=O)N([C@H](C)CO)C[C@@H]2C)cc1 | 10 | -6
C[C@H](CO)N1C[C@H](C)[C@H](CN(C)S(=O)(=O)c2cn(C)cn2)Oc2ccc(NC(=O)CCCCCC(=O)Nc3ccccc3N)cc2C1=O | -27 | 5
C[C@@H]1CN([C@@H](C)CO)C(=O)c2cccc(NS(=O)(=O)c3cccs3)c2O[C@H]1CN(C)C(=O)Nc1ccc(C(F)(F)F)cc1 | 13 | 11
COc1ccc(CN(C)C[C@H]2Oc3ccc(NC(=O)NC(C)C)cc3CC(=O)N([C@@H](C)CO)C[C@@H]2C)cc1 | -2 | 1
C[C@H](CO)N1C[C@H](C)[C@@H](CN(C)S(C)(=O)=O)Oc2c(NC(=O)C3CCCCC3)cccc2C1=O | -1 | 1
C[C@@H]1CN([C@H](C)CO)C(=O)c2cccc(NC(=O)NC3CCCCC3)c2O[C@@H]1CN(C)S(=O)(=O)c1ccc(F)cc1 | -2 | -2
C[C@H](CO)N1C[C@H](C)[C@@H](CN(C)Cc2ccc(Oc3ccccc3)cc2)Oc2ccc(NC(=O)CCN3CCOCC3)cc2C1=O | 0 | -15
C[C@H](CO)N1C[C@H](C)[C@@H](CN(C)Cc2ccc(Cl)c(Cl)c2)OCc2cn(nn2)CCCC1=O | -11 | .
COc1ccc(NC(=O)N(C)C[C@@H]2Oc3c(NC(=O)Nc4ccccc4)cccc3C(=O)N([C@H](C)CO)C[C@H]2C)cc1 | -1 | 8
C[C@H]1CN([C@@H](C)CO)C(=O)c2cccc(NS(=O)(=O)c3cccs3)c2O[C@H]1CN(C)Cc1ccc(C(=O)O)cc1 | -9 | 3
Cc1ccc(S(=O)(=O)Nc2cccc3c2O[C@@H](CN(C)Cc2ccc(C(F)(F)F)cc2)[C@H](C)CN([C@H](C)CO)C3=O)cc1 | 29 | -13
COc1ccc(S(=O)(=O)Nc2cccc3c2O[C@@H](CN(C)S(=O)(=O)c2ccc(C)cc2)[C@H](C)CN([C@@H](C)CO)C3=O)cc1 | 4 | 4
C[C@@H]1CN([C@@H](C)CO)C(=O)Cc2cc(NC(=O)C3CCCCC3)ccc2O[C@@H]1CN(C)CC1CC1 | -5 | -8
Cc1ccc(S(=O)(=O)N(C)C[C@@H]2Oc3c(NC(=O)Nc4ccccc4)cccc3C(=O)N([C@H](C)CO)C[C@H]2C)cc1 | 12 | 20
C[C@H]1CN([C@@H](C)CO)C(=O)CCCn2nncc2CO[C@@H]1CN(C)S(=O)(=O)c1ccccc1C#N | -9 | .
CNC[C@@H]1Oc2c(NC(=O)c3ccc(-c4nccs4)cc3)cccc2C(=O)N([C@@H](C)CO)C[C@H]1C | -17 | 3
COc1ccc(S(=O)(=O)Nc2ccc3c(c2)CC(=O)N([C@@H](C)CO)C[C@@H](C)[C@@H](CN(C)S(=O)(=O)c2ccccc2)O3)cc1 | 50 | 7
C[C@H]1CN([C@@H](C)CO)C(=O)c2cc(NC(=O)Cn3cnnn3)ccc2O[C@H]1CN(C)C(=O)Nc1ccc2c(c1)OCO2 | -19 | .
Cc1noc(C)c1NC(=O)N(C)C[C@@H]1Oc2ccc(NC(=O)Nc3ccccc3)cc2C(=O)N([C@H](C)CO)C[C@H]1C | -31 | 4
CNC[C@H]1Oc2c(NC(=O)NC(C)C)cccc2C(=O)N([C@@H](C)CO)C[C@H]1C | -27 | 14
CNC[C@@H]1Oc2ccc(NS(C)(=O)=O)cc2CC(=O)N([C@H](C)CO)C[C@H]1C | -2 | 2
C[C@@H]1CN([C@@H](C)CO)C(=O)c2cc(NC(=O)c3ccncc3)ccc2O[C@@H]1CN(C)Cc1ccc(C(=O)O)cc1 | -13 | 0
C[C@@H]1CN([C@@H](C)CO)C(=O)c2cc(NS(=O)(=O)c3cccs3)ccc2O[C@@H]1CN(C)C(=O)Nc1ccc(C(F)(F)F)cc1 | -16 | .
C[C@H](CO)N1C[C@H](C)[C@H](CN(C)Cc2cccc(C(F)(F)F)c2)Oc2ncc(Br)cc2C1=O | 24 | .
COc1ccc(S(=O)(=O)N(C)C[C@H]2Oc3ccc(NC(=O)CCC(F)(F)F)cc3C(=O)N([C@@H](C)CO)C[C@@H]2C)cc1 | -3 | -4
C[C@H](CO)N1C[C@H](C)[C@H](CN(C)Cc2ccc3c(c2)OCO3)Oc2ccc(NC(=O)Cc3cn(C)c4ccccc34)cc2C1=O | 16 | -2
Cc1ccc(/C=N/NC(=O)CCCCCC(=O)O)o1 | -15 | -3

Rewritten with each value named: part of the list above
molecule: C[C@H](CO)N1C[C@H](C)[C@H](CN(C)Cc2ccc3c(c2)OCO3)Oc2ccc(NC(=O)CCCN(C)C)cc2C1=O
  T cruzi HTS: -17
  INS-1E ATP HTS: -5
molecule: C[C@H](CO)N1C[C@H](C)[C@H](CN(C)CC2CCCCC2)Oc2ccc(NC(=O)Nc3ccc(C(F)(F)F)cc3)cc2CC1=O
  T cruzi HTS: 60*
  INS-1E ATP HTS: -79
molecule: C[C@H](CO)N1C[C@H](C)[C@H](CN(C)S(=O)(=O)c2ccc(F)cc2)Oc2c(NC(=O)NC3CCCCC3)cccc2C1=O
  T cruzi HTS: -53
  INS-1E ATP HTS: -11
molecule: C[C@H]1CN([C@@H](C)CO)C(=O)c2cccc(NC(=O)Nc3ccc(F)cc3)c2O[C@H]1CN(C)Cc1ccc2c(c1)OCO2
  T cruzi HTS: 47
  INS-1E ATP HTS: -26

3 entries from above, with two lines to a compound.
The line under a structure holds: T cruzi HTS | INS-1E ATP HTS
- C[C@@H]1CN([C@@H](C)CO)C(=O)c2cc(NS(=O)(=O)c3cccs3)ccc2O[C@@H]1CN(C)C(=O)Nc1ccc(C(F)(F)F)cc1
  -16 | .
- C[C@H](CO)N1C[C@H](C)[C@H](CN(C)Cc2cccc(C(F)(F)F)c2)Oc2ncc(Br)cc2C1=O
  24 | .
- COc1ccc(S(=O)(=O)N(C)C[C@H]2Oc3ccc(NC(=O)CCC(F)(F)F)cc3C(=O)N([C@@H](C)CO)C[C@@H]2C)cc1
  -3 | -4

(further entries)
SMILES | T cruzi HTS | INS-1E ATP HTS
C[C@@H]1CN([C@@H](C)CO)C(=O)c2cccc(NC(=O)Nc3ccc(F)cc3)c2O[C@@H]1CN(C)Cc1ccc2c(c1)OCO2 | -34 | -3
C[C@H]1CN([C@@H](C)CO)C(=O)c2cc(NS(=O)(=O)c3ccccc3)ccc2O[C@H]1CN(C)Cc1ccncc1 | -27 | -7
C[C@H]1CN([C@@H](C)CO)C(=O)Cc2cc(NC(=O)CCC(F)(F)F)ccc2O[C@H]1CN(C)Cc1ccc(C(F)(F)F)cc1 | 30 | -1
CNC[C@H]1Oc2ccc(NS(=O)(=O)c3ccccc3)cc2C(=O)N([C@H](C)CO)C[C@@H]1C | -16 | -1
C[C@H]1CN([C@@H](C)CO)C(=O)CCCn2nncc2CO[C@@H]1CN(C)C(=O)OCc1ccccc1 | -4 | .
COc1ccc(S(=O)(=O)N(C)C[C@@H]2Oc3ccc(NC(=O)Nc4ccccc4)cc3C(=O)N([C@@H](C)CO)C[C@H]2C)cc1 | -7 | -6
C[C@@H]1CN([C@@H](C)CO)C(=O)c2cccc(NC(=O)c3cnccn3)c2O[C@H]1CN(C)C(=O)Nc1ccc(C(F)(F)F)cc1 | 2 | 1
C[C@@H]1CN([C@@H](C)CO)C(=O)Cc2cc(NC(=O)Nc3ccc4c(c3)OCO4)ccc2O[C@@H]1CN(C)Cc1ccc(-c2ccccc2)cc1 | 64* | -4
COc1ccc(S(=O)(=O)N(C)C[C@H]2Oc3c(NS(C)(=O)=O)cccc3C(=O)N([C@H](C)CO)C[C@H]2C)cc1 | -22 | 8

From PubChem BioAssay
